Screening results as filed in PubChem.
GPR55 antagonists: inhibition of LPI-stimulated GPR55 beta-arrestin translocation – imaging, U2OS, beta-arrestin-GFP, LPI agonist, primary screen (AID 2013). U2OS GPR55 beta-arrestin-GFP translocation imaging, LPI antagonism; higher % means a stronger effect. one-dose inhibition, % at 10 µM; IC50 in µM for titrated hits. 290,000 compounds, 0.13% hits;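 active = spots per cell inhibited over 60%, with over 100 cells counted and total cytoplasm intensity under 500,000; inconclusive = wells with under 100 cells, flagged as likely toxic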;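 note: U2OS cells stably carrying GPR55 and arrestin-GFP stimulated by 5 µM LPI near EC80; imaged beta-arrestin-GFP aggregate spots per cell after agonist stimulation; plate controls were LPI-stimulated DMSO wells for no effect and DMSO wells without LPI for full effect; some results filed as inactive read as strong as hits; confirmed hits need IC50 under 10 µM and bright autofluorescent wells are also inconclusive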
Myeloid diff 2: myeloid differentiation induction. calls only at 10 µM. 360,000 compounds, 1% hits. AID 624256. ER-HoxA9 myeloid progenitors, lysozyme-GFP differentiation, flow cytometry;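 active = normalized GFP-positive differentiation at or above the plate's own cutoff, the solvent-only control mean plus 3 SD; inconclusive = no clear call, values can overlap the other calls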;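 note: cells exposed to compound for four days before flow analysis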
HEK293 NOD2/NF-kB: inhibition of NOD2-driven NF-kB reporter – cell-based, luminescence, uHTS, HEK293 (AID 1566); HEK293 NOD2/NF-kB luciferase reporter, luminescence; higher % means a stronger effect; inhibition, % at 4 µM, or EC50 in µM where a hit was titrated; 290,000 compounds, 0.63% hits; note: many of its hits are not listed in these tables
HIV peptide binding: inhibitors of HIV fusion peptide binding, primary screen, biochemical, uHTS, fluorescence dequenching (AID 1986) | 290,000 compounds, 0.3% hits | cell-free peptide binding, fluorescence dequenching, 30 min; higher % means a stronger effect | inhibition, % at 20 µM; hits with a dose series show IC50 in µM; in the data active = inhibition mostly above about 52%, no sharp cut-off; inactive = mostly below about 76%; note: some results filed as inactive read as strong as hits
GPR35 antagonists: inhibition of zaprinast-stimulated GPR35 beta-arrestin translocation – imaging, U2OS, beta-arrestin-GFP, zaprinast agonist, primary screen (AID 2058); U2OS GPR35 beta-arrestin-GFP translocation imaging, zaprinast antagonism; higher % means a stronger effect; one-dose inhibition, % at 10 µM; IC50 in µM for titrated hits; 290,000 compounds, 0.052% hits;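 active = inhibition of at least 50% with at least 30 cells and total cytoplasm GFP at most 10,000,000; inconclusive = under 30 cells or total GFP of 10,000,000 plus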
KOR beta-arrestin-1: KOR agonists, beta-arrestin recruitment, primary screen, cell-based, luminescence, uHTS (AID 1777); activation, % at 10 µM; hits with a dose series show EC50 in µM; KOR beta-arrestin recruitment, luminescence; higher % means a stronger effect; 280,000 compounds, 0.02% hits; in the data active = activation above about 50%, passing the limit was not always enough; note: a part of the inactive calls stands beside numbers as strong as those of hits
KOR beta-arrestin-2: KOR antagonists, beta-arrestin recruitment, cell-based, luminescence, uHTS (AID 1778). KOR beta-arrestin recruitment, luminescence, antagonist mode; higher % means a stronger effect. inhibition, % at 10 µM, or IC50 in µM where a hit was titrated. 290,000 compounds, 0.091% hits; note: strong numbers were not always called active
GPR55 beta-arrestin: selective activators of receptor GPR55 – imaging, U2OS cells, beta-arrestin-GFP redistribution, primary screen (AID 1961). U2OS GPR55 beta-arrestin-GFP redistribution imaging; higher % means a stronger effect. one-dose activation, % at 10 µM; EC50 in µM for titrated hits. 290,000 compounds, 0.048% hits;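 active = activation above 40% with more than 50 cells counted in the well; inconclusive = wells holding fewer than 50 cells, flagged as toxic or sparse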;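 note: U2OS osteosarcoma cells stably expressing GPR55 and beta-arrestin-GFP; plate controls were DMSO negative control for no effect and LPI positive control for full effect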
NOD1 NF-kB reporter: NOD1 signaling inhibitors, primary screen, cell-based, luminescence, uHTS (AID 1578) | NOD1-driven NF-kB luciferase reporter cells, luminescence; higher % means a stronger effect | one-dose inhibition, % at 4 µM; EC50 in µM for titrated hits | 290,000 compounds, 1% hits; in the data active = inhibition mostly above about 36%, no sharp cut-off; inactive = mostly below about 34%;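 note: HEK-293T reporter cells stimulated with the NOD1 agonist gamma-tri-DAP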
Myeloid diff 2 GFP+ MAC1+ %: also measured in Myeloid diff 2; calls as there; GFP+ MAC1+ double positive, %; measured here: differentiation confirmed by MAC1 staining
Starred values were filed as active, the others as inactive; i = inactive; ? = inconclusive; / = no result given; + = active, no number; [ ] = remark or other dose. Cut-off read from the data, not from the text of the source, unless noted: active = inhibition above about 50%; inactive = the rest. Some of the compounds tested (hit frequency here may not be typical).

SMILES	GPR55 antagonists	Myeloid diff 2	Myeloid diff 2 GFP+ MAC1+ %	HEK293 NOD2/NF-kB	HIV peptide binding	GPR35 antagonists	KOR beta-arrestin-1	KOR beta-arrestin-2	GPR55 beta-arrestin	NOD1 NF-kB reporter
Cc1ccc(C)c2[nH]c(=O)c(CN(Cc3nnnn3C3CCCCC3)CC3CCCO3)cc12 (stereo unspecified)	-15%	i	7.4	-2%	-0.9%	-8%	22%	-28%	-0.2%	-36%
Clc1cccc(Cl)c1/C=N\Nc1nccs1	-7%	i	1.3	16%	-1.1%	20%	-0.8%	3%	0.2%	5%
CCC1(CC)NC(=O)N(CC(=O)OCn2nnc3ccccc3c2=O)C1=O	14%	i	0.4	4%	-0.3%	-11%	-11%	25%	-0.1%	-14%
N/C(CN1CCCCC1)=N\S(=O)(=O)c1cc(Cl)cc(Cl)c1	15%	i	1.0	0%	-1.1%	-2%	1.2%	-9%	-0.2%	-1%
O=C(Cc1ccc(-n2cccc2)cc1)N1CCc2ccccc21	12%	i	0.6	-18%	-0.1%	5%	4.7%	-21%	-0.1%	-15%
Cc1nn(-c2ccccn2)c2c1C(c1ccccc1Cl)C1=C(N2)c2ccccc2C1=O (stereo unspecified)	8%	i	0.4	10%	-4.0%	-12%	5.5%	-35%	0.9%	19%
COc1ccc(CNc2ncc(-c3ccc(Cl)cc3)n2C)c(OC)c1OC	-6%	i	0.7	10%	-0.9%	16%	-5.5%	-12%[20 µM]	0.1%	2%
CC(=O)OCc1cc(-c2nn(C)c(=O)c3ccccc23)ccc1C	6%	i	0.3	-7%	1.5%	6%	/	4%[20 µM]	-0.1%	-37%
Cc1nc2sccn2c(=O)c1S(=O)(=O)NCCc1ccc(Cl)cc1	-1%	i	1.5	8%	2.1%	-7%	-4.7%	14%	0.2%	-23%
O=Nc1c(-c2c(O)[nH]c3cc(Br)ccc23)[nH]c2ccccc12	-13%	?	/	-80%	-1.4%	8%	-0.3%	-39%[20 µM]	0.3%	-24%
CCOC(=O)c1ccc(NC(=O)CCNS(=O)(=O)c2ccc3c(c2)oc(=O)n3C)cc1	18%	i	0.8	6%	0.4%	-19%	-1.2%	19%	-0.2%	-11%
COCCCNC(=S)Nc1cc2oc3ccccc3c2cc1OC	1%	i	1.6	-22%	-0.9%	-11%	-3.3%	-4%	-0.1%	5%
COc1ccc(S(=O)(=O)NC(C)C(=O)NC2CC2)cc1C (stereo unspecified)	12%	i	1.4	1%	-0.6%	5%	3.4%	-23%	-0.1%	-28%
COCc1nnc(NC(=O)COc2ccc3c(c2)OCO3)s1	4%	i	0.2	-26%	-0.9%	-9%	2.8%	-50%	-0.1%	-28%
O=C(Cc1ccccc1F)OCC(=O)N1CCN(C(=O)c2ccco2)CC1	11%	i	0.4	17%	-1.0%	-11%	-4.1%	-6%	-0.2%	-13%
Cc1ccc(NC(=O)CCNS(=O)(=O)c2ccc3c(c2)oc(=O)n3C)c(C)c1	28%	i	4.5	10%	-1.4%	-9%	-3.6%	-1%	-0.1%	-9%
COc1ccc(S(=O)(=O)n2cnc3ccccc32)cc1OC	0%	i	0.3	10%	-0.4%	9%	-1.3%	-11%[20 µM]	-0.1%	4%
COc1ccc(-c2cc([C@H]3[C@@H]4C=CCC[C@@]4(C)C(=O)N3Cc3ccccc3)ccc2F)cc1OC	6%	i	1.2	10%	1.9%	-6%	3.8%	10%	-0.1%	1%
O=[N+]([O-])c1ccc(NCCNS(=O)(=O)c2ccccc2)cc1	15%	i	0.3	-15%	-1.9%	8%	/	-4%[20 µM]	-0.1%	-35%
Cc1ccc2nc(SCC(=O)Nc3cccc(S(=O)(=O)NC4=NCCCCC4)c3)[nH]c2c1	-5%	i	2.2	15%	-0.4%	-5%	4.7%	-8%	-0.1%	-11%
Cc1ccc(CCNC(=O)c2nn(C)c3c2CS(=O)(=O)c2ccccc2-3)cc1	10%	i	0.2	26%	1.2%	4%	-0.2%	-34%	0.2%	-24%
CC(=O)Nc1cccc(CCc2nc3ccccc3[nH]2)c1	3%	i	0.4	3%	-1.3%	-9%	-2.8%	25%[20 µM]	-0.1%	-26%
O=C(/C=C\c1ccco1)Nc1cc([N+](=O)[O-])ccc1F	8%	?	/	-16%	16%	16%	-1.8%	-5%	-0.2%	-14%
Cc1sc2ncnc(SCC(=O)c3ccc4c(c3)OCCO4)c2c1-c1ccccc1	1%	i	0.4	36%	-1.6%	3%	3.4%	-30%	0.1%	25%
O=C(CSCc1nc2c(nnn2Cc2ccc(F)cc2)c(=O)[nH]1)Nc1c(Cl)cc(Cl)cc1Cl	4%	i	0.6	6%	2.7%	-3%	1.0%	7%	-0.2%	-21%
New compounds follow.
SMILES	GPR55 antagonists	Myeloid diff 2	Myeloid diff 2 GFP+ MAC1+ %	HEK293 NOD2/NF-kB	HIV peptide binding	GPR35 antagonists	KOR beta-arrestin-1	KOR beta-arrestin-2	GPR55 beta-arrestin	NOD1 NF-kB reporter
CSc1nnc(N2C(=O)C(O)=C(C(=O)c3ccco3)C2c2cccc(Cl)c2)s1 (stereo unspecified)	-3%	i	3.4	9%	149%	4%	-0.3%	-17%	-0.1%	-10%
Cc1cc(COc2ccccc2)oc1C(=O)O	4%	i	0.5	18%	-0.4%	0%	-5.0%	-25%[20 µM]	-0.2%	-22%
Cc1cccc(-c2nc(CS(=O)CC(=O)NCCCSC3CCCCC3)c(C)o2)c1 (stereo unspecified)	-1%	i	0.4	1%	1.2%	9%	-1.6%	-39%	-0.2%	-2%
CC(=O)NCCc1ccc(S(=O)(=O)Nc2cccnc2)cc1	10%	i	8.0	20%	-1.3%	3%	-0.5%	-13%	-0.2%	-5%
C=CCNC(=O)CN1CCN(C(c2ccccc2)c2ccccc2)CC1	-5%	i	0.2	-14%	2.7%	10%	0.4%	-1%	-0.1%	-7%
O=C(CN1CCOCC1)N/N=C/c1ccccc1	-5%	i	0.2	8%	0.0%	2%	0.2%	-32%[20 µM]	0.2%	-27%
O=S(=O)(NCCN1CCOCC1)c1ccc(Oc2ccccc2Cl)cc1	3%	+	8.3*	36%	0.4%	-2%	-1.6%	-13%	0.1%	12%
Cc1ccc(NC(=O)C2=NNC(=O)CC2)cc1F	6%	i	0.6	-17%	-0.1%	-1%	8.3%	12%	-0.2%	-5%
Cc1cccc(C(c2c(C)nn(-c3ccccc3)c2N)c2c(C)nn(-c3ccccc3)c2N)c1	9%	i	0.1	9%	0.6%	-7%	-3.2%	1%	-0.3%	-24%
Cc1ccc(/C(N)=N/OC(=O)CSc2ccccc2)cc1	15%	i	0.8	-172%	-0.8%	0%	1.4%	-13%	-0.3%	-46%
Cc1ccc(N2CC(=O)N(CC(=O)O)C2=O)cc1	-18%	i	0.1	-9%	-0.8%	-7%	9.5%	-9%	0.8%	-9%
COc1ccc(C(=O)Nc2nc(-c3cccs3)c(NC(C)=O)s2)cc1	8%	i	1.1	-5%	-0.7%	-10%	-5.6%	-8%	-0.5%	-36%
CN(C)S(=O)(=O)Nc1cccc(-c2cn3c(n2)SCC3)c1	8%	i	1.3	12%	-0.6%	8%	3.1%	-16%	-0.1%	-12%
Cc1ccc(S(=O)(=O)Nc2cccc(-n3cnnn3)c2)cc1C(=O)O	9%	i	1.5	6%	-1.1%	7%	-4.4%	-22%	0.2%	-19%
Cc1cccc(OCCN2C(=O)C(=O)c3cc(C)ccc32)c1	-16%	/	/	-60%	-0.1%	2%	/	-250%[20 µM]	0.5%	-49%
O=C(Nc1ccccc1)N1N=CCC1c1ccccc1 (stereo unspecified)	-3%	i	0.4	-7%	0.9%	-17%	-4.2%	20%	-0.2%	-30%
CN(Cc1ccccc1)C(=O)CCNC(=O)Cn1cnc2ccccc2c1=O	8%	i	1.1	3%	-2.6%	-9%	2.7%	10%	0.3%	-21%
CC(C)CCn1c(CN2CCN(Cc3ccccc3)CC2)nc2c1c(=O)n(C)c(=O)n2C	-8%	i	0.6	-3%	12%	7%	6.9%	-17%	-0.2%	5%
O=C(NNC(=O)c1ccc([N+](=O)[O-])cc1)c1ccc(Br)cc1	2%	i	0.6	4%	2.0%	9%	-2.4%	-4%	0.0%	2%
CCO[C@H]1OC(C(=O)N2CCN(C)CC2)=C[C@@H](c2csc3ccccc23)[C@@H]1CCCO	6%	i	0.9	-6%	1.4%	-5%	1.6%	-17%	-0.2%	-8%
CCOC(=O)N1CCC(NC(=O)CC2C(=O)NCCN2Cc2ccccc2)CC1 (stereo unspecified)	-2%	i	2.7	-7%	1.0%	3%	9.5%	-12%	0.2%	-7%
CCOc1cccc(C(c2c(C)n(C)n(-c3ccccc3)c2=O)c2c(C)n(C)n(-c3ccccc3)c2=O)c1OC	2%	i	0.3	5%	2.7%	-9%	3.4%	-29%	-0.1%	-12%
CCCC(=O)Nc1sc2c(c1C#N)CC(C)(C)NC2(C)C	1%	i	0.4	22%	-2.4%	-3%	-5.4%	-7%	0.3%	-24%
CCOC(=O)c1c(C)[nH]c(C)c1S(=O)(=O)NCCCN1CCOCC1	5%	i	1.4	21%	-0.7%	23%	-3.8%	-27%	0.2%	-17%
CCSc1nnc(-c2ccncc2)n1Cc1ccccc1	-5%	i	0.6	4%	-0.4%	-6%	4.8%	-14%	0.2%	11%
Carrying on.
SMILES	GPR55 antagonists	Myeloid diff 2	Myeloid diff 2 GFP+ MAC1+ %	HEK293 NOD2/NF-kB	HIV peptide binding	GPR35 antagonists	KOR beta-arrestin-1	KOR beta-arrestin-2	GPR55 beta-arrestin	NOD1 NF-kB reporter
O=C(N/N=C/c1c[nH]c2ccccc12)c1cccc([N+](=O)[O-])c1	9%	i	0.7	3%	-1.5%	2%	3.1%	42%	-0.3%	-20%
C/C(O)=c1/c(=O)nc2cccc3c2=c1c1ccccc1c3=O	-4%	i	0.4	11%	11%	-4%	12%	-74%[20 µM]	-0.1%	-19%
N#C/C(=C\c1ccncc1)c1ccc(NC(N)=O)cc1	12%	i	0.2	-17%	0.1%	-4%	3.4%	9%	0.2%	-1%
C/C=C/C(=O)OCC(=O)Nc1ccc(C)c(S(=O)(=O)N(C)C)c1	-5%	i	0.2	11%	-0.5%	-3%	-3.3%	-18%	0.2%	-4%
Cc1ccc(NC(=S)N(CCN2CCOCC2)Cc2cc3cc4c(cc3[nH]c2=O)OCCO4)cc1	5%	i	0.0	21%	-0.1%	-8%	-2.9%	14%	3.0%	-12%
CCC(C)NC(C(=O)Nc1ccc(Cl)c([N+](=O)[O-])c1)c1ccccc1 (stereo unspecified)	15%	i	0.2	4%	-1.2%	-6%	-1.4%	28%	0.7%	-24%
COC(=O)c1ccc(OCC(=O)c2cccc(OC)c2)cc1	10%	i	0.4	-32%	-2.6%	-6%	1.8%	20%	0.1%	-39%
